PERK inh – blocks human PERK kinase; Q9NZJ5; CHO PERK-DD fusion, SEAP luminescence translation reporter; inhibition, % at 5.6 µM; 220,000 compounds, 0.17% hits;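 active = inhibition above the mean inhibition of all tested compounds plus 3 SD, set separately per screening campaign, cut at about 2.9% in these data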;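 also: PERK kinase domain activated by AP20187 dimerizer at 100 nM; 0% = DMSO with dimerizer and 100% = rapamycin at 8.4 µM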
eIF4E 4G PPI – inhibitors of eIF4E and eIF4G interaction in translation initiation | TR-FRET eIF4E-eIF4GI(517-606) binding, 2 h | inhibition, % at 21.7 µM | 220,000 compounds, 0.37% hits;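 active = inhibition above about 30%, limit read from the data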;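 also: 0% = full FRET control wells and 100% = background wells lacking eIF4GI fragment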
BaF3 tox – counter-screen for JAK2V617F inhibitors: parental Ba/F3 viability inhibitors. 220,000 compounds, 1.1% hits. CellTiter-Glo ATP luminescence. AID 1486. inhibition, % at 5.6 µM;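 active = inhibition above a per-campaign cutoff, the mean inhibition of all tested compounds plus 3 SD, cut at about 27% in these data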;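 also: 0% = DMSO wells and 100% = JAK Inhibitor I control wells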
Ba/F3 V617F tox – loss of viability in JAK2V617F-driven Ba/F3 cells; AID 1446; 220,000 compounds, 1.1% hits; Ba/F3 EpoR-JAK2V617F viability, ATP luminescence; inhibition, % at 5.6 µM;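 active = inhibition above the campaign mean plus 3 SD over all tested compounds, cut at about 24% in these data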;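 also: cytokine-independent growth of Ba/F3 cells driven by EpoR plus mutant JAK2; 0% = DMSO-treated cells and 100% = JAK inhibitor I control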
NPY2 pot ag – potentiates or activates human NPY-Y2 receptor; P49146; cells expressing NPY-Y2, potentiator/agonist read-out; activation, % at 3.6 µM; 220,000 compounds, 0.45% hits; AID 1359; in the data active = activation above about 27%;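 also: cells stimulated with NPY near EC25 plus isoproterenol at EC100; 0% = vehicle plus submaximal agonist and 100% = vehicle plus saturating agonist; some results beyond the cut were filed as inactive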
S1P4 ag – human S1P4 receptor agonism | S1P4-expressing cell line, agonist reporter assay | 220,000 compounds, 0.35% hits | activation, % at 4.98 µM | AID 1509 | O95977; in the data active = activation above about 11%;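 also: 0% = DMSO vehicle and 100% = reference agonist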
S1P4 antag – blocks the human S1P4 receptor; 220,000 compounds, 0.26% hits; O95977; AID 1510; inhibition, % at 4.98 µM; S1P4-expressing cells, antagonist mode, reporter read-out; in the data active = inhibition above about 29%;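 also: 0% = wells stimulated with agonist and 100% = vehicle wells without agonist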
Wee1 degr inh – blocks degradation of human Wee1 kinase; P30291; HeLa Luc-Wee1K328M stability, luciferase luminescence; 100% = proteasome inhibitor MG132 effect; reporter increase, % at 5 µM; 220,000 compounds, 1.2% hits; AID 1321;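 active = activation above the mean of all tested compounds plus 3 SD, set per screening run, cut at about 8.8% in these data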;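 also: cells exposed to compound for 20 h before luminescence read; 0% = DMSO alone and 100% = MG132 at 30 µM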
MDM2 E3 inh – blocks human Mdm2 ubiquitin ligase activity. Q00987. cell-based MDM2 ubiquitination luciferase reporter, 2 h; 0 = plate control, 100 = twice control, blank-subtracted. signal enhancement, % at 5 µM. 210,000 compounds, 0.11% hits;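 active = signal enhancement of 30% or more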;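 also: luminescence tracks abundance of the self-degrading MDM2-luciferase fusion protein; higher signal means inhibition of MDM2 E3 ligase activity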
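Test system: stable mammalian line carrying autodegrading MDM2–luciferase fusion reporter; quantity: 2000 cells in each well; times: 4 h cell settling then 2 h compound exposure, 37 °C; detection: luminescence with SteadyLite reagent, 15 min at room temperature; evaluation: percent signal gain over controls, blank-subtracted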
The depositor's hits bear a star; . = no result given; [ ] = another dose, or the depositor's remark.

entry	structure	PERK inh	eIF4E 4G PPI	BaF3 tox	Ba/F3 V617F tox	NPY2 pot ag	S1P4 ag	S1P4 antag	Wee1 degr inh	MDM2 E3 inh
1	CCOC(=O)C(C)On1c(-c2ccc(Cl)cc2)nc2ccc([N+](=O)[O-])cc21 (centres undefined)	-1.1	18.1[fluorescence artefact?]	-0.2	-2.5	-20.6	-0.1	-3.1	5.1	-11.8
2	COc1ccc(N2Cc3cccc(C(=O)O)c3C2=O)cc1	0.5	10.6	2.9	1.2	-13.5	0.0	-0.3	-0.7	1.8
3	COc1cc(C2CC(=O)N(CC(=O)NCC3CCCO3)c3ccccc3S2)cc(OC)c1OC (centres undefined)	-1.7	0.6	10.6	4.6	-1.7	2.4	3.7	-2.2	-11.7
4	CCc1ccc(C(=O)NC(C(=O)NCC2CCCO2)C(C)C)cc1 (centres undefined)	0.0	5.0	2.1	-2.6	7.2	1.5	-20.7	-0.4	-12.0
5	Cc1cccc(CSc2ncnc3nc[nH]c23)c1	-0.1	6.8	7.2	2.9	-15.6	-0.5	-25.6	5.8	-6.8
6	CCOC(=O)c1oc2cc(C)cc(O)c2c(=O)c1-c1csc(C)n1	0.9	0.8	4.2	-0.7	3.3	1.2	-5.6	-0.3	0.8
7	NC(=O)c1cc(-c2ccccc2)nc(N2CCCCCC2)n1	-0.8	-4.5	1.5	6.0	15.3	3.0	0.0	-2.7	-5.8
8	Cc1ccc(C(=O)NCC(=O)OCC(=O)NC(C)c2ccccc2)s1 (centres undefined)	-0.4	0.2	1.5	-3.0	5.3	0.4	8.4	-1.9	7.0
9	COc1ccc(/C=N/NC(=O)c2nn(-c3ccccc3)c(=O)c3c(N)scc23)cc1	-0.8	-3.2[fluorescence artefact?]	5.7	1.6	-20.0	-0.9	-12.2	-0.4	-3.9
10	COc1ccccc1OCCc1nnc(N)s1	3.3*	8.3	2.5	-0.3	0.6	-1.1	-7.5	-3.5	-8.1
11	O=C(CSc1ccc(Cl)cc1Cl)N1CCC(c2nc3ccccc3s2)CC1	-0.3	5.0	2.4	4.1	-15.2	0.4	-13.2	-3.1	-17.9
12	COc1cccc(-c2nnc(SCCC(=O)O)n2C)c1	-0.3	-0.3	1.6	-3.3	-5.5	-1.4	-0.1	0.8	-11.6
13	O=C(Nc1ccc(N2CCCCCC2)cc1)c1ccccc1Cl	0.1	15.1	3.2	9.1	10.4	3.7	-9.8	4.8	-7.7
14	O=C(N/N=C1\CC(c2ccccc2)Oc2ccccc21)c1ccccn1 (centres undefined)	0.8	1.7	4.9	1.9	-13.4	-2.0	16.4	-1.3	-18.8
15	COc1ccc(-c2csc(Nc3cccnc3)n2)cc1	-1.2	-9.3	5.5	1.4	29.3	-0.1	0.8	1.4	0.3
16	CC1CN(Cc2c(O)ccc3c(=O)c(-c4ccccc4)coc23)CC(C)O1 (centres undefined)	-1.0	0.2	5.4	1.5	-6.2	0.3	-19.0	-2.7	-10.8
17	Cc1[nH]nc2c1C1(CCN(C(=O)OCc3ccccc3)CC1)C(C#N)=C(N)O2	0.5	11.5[fluorescence artefact?]	10.3	0.5	-9.8	0.9	-4.8	1.7	-4.3
18	CCCCCNC(=O)CSC1=N/C(=C\c2ccc(Cl)c(Cl)c2)C(=O)N1CC	3.0*	-12.4	4.8	0.2	-7.4	-1.5	-12.1	1.8	-10.1
19	COc1ccc(CCNC(=O)CCCNC(=O)Cn2cnc3sc(C)c(C)c3c2=O)cc1OC	0.3	1.9	8.2	0.5	-3.0	2.4	-3.0	-1.8	-6.5
20	Cc1ccc(N=Nc2c(O)c3ccccc3[nH]c2=O)c(S(=O)(=O)N(C)C)c1	3.3*	2.1	-3.9	3.4	5.3	0.4	11.2	-1.3	-25.7
21	Cc1ccc(NC2c3ncccc3C(=O)N2Cc2cccs2)cc1 (centres undefined)	0.3	1.7	3.4	3.0	0.5	0.4	-13.4	3.7	-8.8
22	Cc1cccc(C)c1NC(=O)COc1ccc2c(C)c(Cc3ccccc3)c(=O)oc2c1C	0.5	5.2	3.5	0.6	3.5	0.1	-1.5	-1.7	-7.5
23	COc1ccc(Oc2c(Cl)cnn(-c3ccc(C)cc3)c2=O)cc1	1.8	6.1	5.5	0.7	13.2	4.7	5.1	2.1	-4.9
24	Cc1nn2c(=S)[nH]nc2[nH]c1=O	2.1	-1.2	3.6	-0.8	8.7	2.2	5.3	-3.8	-1.8
25	CCC(Oc1cc(Cl)ccc1Cl)C(=O)NN1C(=O)C2C3CCC(C3=C(C)C)C2C1=O (centres undefined)	-1.9	-3.4	0.4	-1.8	9.9	-1.0	1.3	0.2	-4.5
26	O=C(CCn1c(=S)oc2ccccc21)N1CCN(c2ccc(F)cc2)CC1	-0.1	-1.4	-0.1	-0.3	-12.5	0.8	2.3	4.5	-1.8
27	CCOCCCn1c(=S)[nH]c2cc(C(=O)N3CCC(C(N)=O)(N4CCCCC4)CC3)ccc2c1=O	0.8	-6.2	8.5	-0.2	6.3	0.1	-1.7	3.4	-4.5
28	COC(=O)c1cc2occc2n1Cc1cccc(C)c1	-0.3	3.5	9.7	4.3	-12.5	0.9	-8.3	-1.6	-13.1
29	O=S(=O)(Nc1nc2ccccc2[nH]1)c1ccccc1	-0.3	0.1	7.8	-0.8	18.8	0.3	-4.0	3.3	-12.2
30	Cc1cc2ccccn2c1C(=O)c1ccc(S(=O)(=O)N(C)C)cc1	1.5	0.1	4.6	0.0	-17.3	1.5	-1.3	2.2	.
31	O=C(O)COc1ccc(Br)cc1CP(=O)(c1ccccc1)c1ccccc1	-0.1	-2.5	-1.1	3.6	5.7	0.6	-1.9	-0.4	-12.2
32	Cc1cc(C)cc(NC(=O)C2(c3ccccc3)CC2(Cl)Cl)c1 (centres undefined)	0.4	3.0	4.8	0.9	1.8	-0.4	14.0	-0.3	-14.0
33	Cc1ccc(S(=O)(=O)CC(N)=O)cc1	1.4	-9.0	4.0	-1.6	4.6	-0.8	9.1	3.8	-7.3
34	N/N=C1\CCCc2nonc21	-0.3	-1.7	6.0	3.6	-5.7	1.8	-12.5	-1.1	4.0
35	COc1ccccc1CNc1nc(S(=O)(=O)c2ccccc2)c(Cl)s1	-0.9	-0.7	4.9	1.1	4.1	0.8	-18.2	2.3	.
36	COc1cccc(C2C3=C(Nc4[nH]n(-c5ccccc5)c(=O)c42)c2ccccc2C3=O)c1 (centres undefined)	-0.6	6.0	5.5	-0.8	0.3	-1.3	-13.5	2.2	-7.2
37	COc1cc2c(cc1OC)CN(CC(=O)Nc1ccc(Cl)c(S(=O)(=O)N(C)C)c1)CC2	0.5	0.4	6.7	1.4	4.9	1.1	-13.0	-2.5	2.8
38	O=C(NC1CCCCC1)N1CCCC(c2nc(-c3cccs3)no2)C1 (centres undefined)	-1.0	3.2[fluorescence artefact?]	2.2	0.3	-2.4	-0.5	-15.4	0.1	.
39	COCCC1CCCCN1Cc1cn(-c2ccccc2)nc1-c1ccc2c(c1)OCO2 (centres undefined)	0.7	2.6	2.9	2.1	-12.7	-2.8	12.8	-3.8	-12.1
40	CCOC(=O)C1CCCN(Cc2nc(Cc3cccc(F)c3)no2)C1 (centres undefined)	0.6	-0.4	3.7	-1.0	-13.8	0.2	1.3	1.3	-7.3
41	COc1ccc2c(c1)C(=O)/C(=C/C=C/c1ccccc1)CC2	0.2	3.5	1.3	-1.1	-2.0	3.3	0.8	4.6	.
42	Cc1cccc(C)c1NC(=O)CCCSc1nnc(-c2ccco2)o1	-0.6	-3.7	4.3	-0.4	2.2	1.8	-12.7	-2.8	-5.2
43	Cc1c(/C=N/NC(=O)c2ccc(O)cc2)c2ccccn2c1C(=O)c1ccc(F)cc1	-0.7	-9.2	6.1	0.4	5.8	0.2	-17.1	-1.5	3.8
44	COc1ccc(NC(=S)NCCCN2CCCC2)cc1Cl	-0.5	-1.1	3.8	2.9	9.6	7.0	-22.0	-1.5	-5.8
45	CCOC(=O)c1c(-c2ccccc2Cl)cn2ccccc12	-0.4	11.7	7.6	3.5	-8.7	-1.8	3.3	4.5	-1.3
46	O=C(NNC(=O)c1cccnc1)Nc1cccc2ccccc12	2.2	-0.5	0.2	-4.3	-7.3	1.2	8.5	-1.2	-2.1
47	C/C(=N\NC(=O)c1ccc(N2CCCC2=O)cc1)c1ccncc1	0.3	-1.7	4.6	-1.8	5.5	1.3	-13.6	14.9*	-12.8
48	CC1=CC(c2ccccc2)NC(=S)N1 (centres undefined)	0.0	-19.1[fluorescence artefact?]	7.8	1.4	1.2	-0.7	-11.4	-1.1	-6.2
49	C/C(=N\NC(=O)c1c(Cl)c(C)nn1C)c1cccc(NC(=O)COc2ccc(Cl)cc2)c1	0.9	-8.7	5.6	-2.6	4.0	-0.1	-11.6	1.1	-23.5
50	C/C(=N\N1CCN(C2c3ccccc3-c3ccccc32)CC1)c1cccnc1	0.1	0.4	-1.5	-4.5	7.5	-0.7	-1.9	-1.5	-2.3
51	Fc1ccc(N2CCN(c3ccc4c(C(F)(F)F)cc(C(F)(F)F)nc4n3)CC2)cc1	1.3	-5.0	2.8	1.8	-16.9	-1.8	-7.0	-0.7	-16.0
52	O=C(NCc1nc(-c2ccccc2)no1)c1cccs1	0.1	-3.9[fluorescence artefact?]	3.1	-1.4	-4.2	0.4	-7.7	3.3	-6.6
53	O=C(NC(=S)Nc1ccc2c(c1)OCO2)c1ccc(Cl)cc1	0.7	5.1	2.7	-1.4	-1.8	0.4	-9.4	-0.4	-12.6
54	COc1ccc(/C=C/C(=O)Nc2cc(F)ccc2C)cc1S(=O)(=O)N1CCOCC1	0.6	-3.5	3.5	2.5	-7.0	0.4	5.4	-1.4	-4.5
55	O=C(O)CCCNS(=O)(=O)c1ccc(Br)s1	1.5	1.6[fluorescence artefact?]	6.3	0.8	5.9	0.1	-29.8	-0.1	-6.0
56	Cc1ccc2nc(-c3cccc(S(=O)(=O)N(C)C)c3)cn2c1	-1.7	.	5.8	3.1	-3.5	0.3	-6.4	-0.3	-27.4
